Screening data: PubChem, several laboratories
PLK1 kinase inh: inhibitors of human PLK1 kinase; inhibition, % at 10 µM; recombinant PLK1 kinase, TR-FRET peptide phosphorylation; 97,000 tested, 0.53% active;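 active = inhibition of 50% or more in the single-concentration screen; inactive = inhibition below 50%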;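 note: 0% = DMSO max control and 100% = H-89 dihydrochloride min control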
Target sequence (P53350 whole entry, looked up): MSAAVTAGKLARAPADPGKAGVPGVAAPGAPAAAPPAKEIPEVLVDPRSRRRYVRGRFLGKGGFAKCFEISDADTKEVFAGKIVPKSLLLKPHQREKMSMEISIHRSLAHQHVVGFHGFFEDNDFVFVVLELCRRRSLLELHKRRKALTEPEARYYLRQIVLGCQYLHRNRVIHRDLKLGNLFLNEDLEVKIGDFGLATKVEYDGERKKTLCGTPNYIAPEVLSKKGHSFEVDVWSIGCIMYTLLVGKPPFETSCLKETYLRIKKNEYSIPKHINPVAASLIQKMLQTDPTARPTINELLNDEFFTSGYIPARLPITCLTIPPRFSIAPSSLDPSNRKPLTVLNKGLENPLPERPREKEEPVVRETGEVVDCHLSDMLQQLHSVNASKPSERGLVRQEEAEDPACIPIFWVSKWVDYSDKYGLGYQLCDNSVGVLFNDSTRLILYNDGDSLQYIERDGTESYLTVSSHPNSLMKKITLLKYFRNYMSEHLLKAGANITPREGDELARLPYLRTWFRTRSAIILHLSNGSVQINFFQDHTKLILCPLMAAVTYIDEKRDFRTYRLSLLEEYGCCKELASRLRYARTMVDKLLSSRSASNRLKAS
LYP inh 2: blocks human PTPN22 phosphatase activity; inhibition, % at 2 µM; Q9Y2R2; recombinant LYP catalytic domain, DiFMUP fluorescence; AID 640; 96,000 tested, 0.21% active;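 active = inhibition at 2 µM at or above a set limit, the screen mean plus 3 SD, cut at about 24% in these data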;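 note: 0% = DMSO with enzyme and 100% = enzyme fully blocked by orthovanadate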
PTPN22 act: activators of human LYP (PTPN22) phosphatase; 96,000 tested, 0.11% active; recombinant LYP, DiFMUP fluorescence; 0 = plate median, 100 = signal doubled; activation, % at 2 µM; AID 697; Q9Y2R2;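 active = activation at 2 µM above a set limit, the mean plus 5 SD, cut at about 37% in these data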
EphB4 antag: EphB4-ephrin-B2 interaction antagonism; AID 720; 97,000 tested, 0.15% active; EphB4 LBD / TNYL-RAW-Alexa532 peptide, fluorescence polarization; inhibition, % at 7 µM; P54760;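 active = inhibition above the screen-wide mean inhibition plus 3 SD, cut at about 15% in these data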;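 note: 0% = DMSO wells and 100% = excess unlabeled TNYL-RAW peptide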
cytoskel mod: alters cytoskeleton assembly in HUVEC cells. inhibition, % at 2 µM. 91,000 tested, 0.18% active. HUVEC TNFa F-actin phalloidin imaging, high content;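 active = inhibition above the batch mean plus 3 SD and confirmed as a hit by visual image inspection, cut at about 30% in these data, passing the limit was not always enough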; note: strong numbers were not always called active
Plk1 PBD FP: Plk1 (human) PBD binding inhibition. P53350. Plk1 PBD phosphopeptide binding, fluorescence polarization. inhibition, %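 (tested at about 20 µM)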. 97,000 tested, 0.13% active. AID 693; in the data active = inhibition above about 34%, passing the limit was not always enough
FAK inh: blocks human focal adhesion kinase activity. inhibition, %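 (tested at 7 µM)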. 97,000 tested, 0.84% active. AID 727. Q05397. biochemical FAK kinase activity assay; in the data active = inhibition above about 19%;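 note: 0% = DMSO and 100% = reference compound high control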
HIV Rev-RRE inh: HIV Rev-RRE protein-RNA interaction inhibition; P05866; Rev peptide-RRE RNA binding, FRET; inhibition, % at 8 µM; 97,000 tested, 0.79% active;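 active = inhibition above the screen-wide mean plus 3 SD, cut at about 35% in these data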;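 note: 0% = median DMSO wells and 100% = median Neomycin B control wells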
Target sequence (P05866 whole entry, looked up): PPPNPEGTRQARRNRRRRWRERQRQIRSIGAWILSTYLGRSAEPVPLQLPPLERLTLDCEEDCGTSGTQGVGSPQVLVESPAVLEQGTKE
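Test system: Cy5-tagged RRE RNA duplex with fluorescein-tagged Rev peptide; Probe or stimulus: labelled Rev peptide; Schedule: 5 min preincubation and 15 min binding, 25 °C; Signal: FRET fluorescence readout; Evaluation: % inhibition from 671/540 nm acceptor-to-donor ratio, scaled between controls; Control set: DMSO and neomycin B.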
PTK2B oligo ant: blocks oligomerization of human Pyk2 in cells | Q293 cells, Pyk2 FERM NanoBiT luminescence; hits give low values | z-score (the deposit names both 25 µM and 10 µM) | 99,000 tested, 0.83% active;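 active = Z-score of -3 or lower, scaled per plate to the spread of control and sample wells; inactive = z-score above -3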;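 note: negative z-score means lost luminescence so less FERM oligomerization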
* hit, by the source's call; / = no result given.

SMILES	PLK1 kinase inh	LYP inh 2	PTPN22 act	EphB4 antag	cytoskel mod	Plk1 PBD FP	FAK inh	HIV Rev-RRE inh	PTK2B oligo ant
O=C(Nc1cccc(C(F)(F)F)c1)c1cc(-c2ccc(F)cc2)on1	-13	-1	3	5	/	0	1	6	1.8
COC(=O)c1c(NC(=O)CSc2nnc(-c3cccnc3)n2Cc2ccco2)sc(C)c1C	-6	2	-4	9	-2	3	6	5	-1.4
COc1ccccc1C1C(C#N)=C(N)N(c2cccnc2)C2=C1C(=O)CC(C)(C)C2 (stereo not given)	-14	-2	4	6	0	0	8	5	0.55
Fc1ccc(C2=Nn3c(nnc3-c3n[nH]c4c3CCC4)SC2)cc1	-2	-2	0	10	17	-14	5	6	-1.4
COc1ccc(-c2cc(C(F)(F)F)nc(-n3cncn3)n2)cc1	2	1	2	1	/	-16	-1	3	-0.74
COc1ccc(CN(CCN(C)C)Cc2ccccc2)c(OC)c1	-4	2	-4	-6	-3	3	-1	-1	-0.06
CCC(C)(C)n1nnnc1C(c1ccc(C)cc1)N1CCN(Cc2cccnc2)CC1 (stereo not given)	-7	-2	0	-2	43	-9	4	1	-0.67
COc1ccccc1N1CCN(C(=O)c2ccccc2Oc2ccccc2)CC1	-14	-1	0	-10	-25	11	-4	3	-0.78
O=C(CC1SC(=NC2CCCCC2)NC1=O)Nc1ccccc1 (stereo not given)	18	-25	22	1	2	7	1	2	-0.55
CC1CC(C)CN(C(=O)COc2ccc(-c3nnco3)cc2)C1 (stereo not given)	-16	2	-4	-1	-17	-15	-2	-7	0.55
COc1cc(-c2nc(Cc3c(F)cccc3Cl)no2)cc(OC)c1OC	-10	-2	-1	-4	4	-26	-18	-2	-0.61
CCCCn1nnnc1SCC(=O)Nc1cccc(C)n1	9	16	-10	1	6	-13	-2	4	0.13
N#CC1=C(N)S[C@@H](C(=O)c2ccc(F)cc2)[C@@H]1c1cccs1	-2	2	-5	-3	-3	14	1	12	-0.54
CCCC(c1nnnn1C1CCCC1)N1CCN(C(=O)c2ccco2)CC1 (stereo not given)	-13	10	-7	5	5	-19	-1	0	0.49
COc1ccc(OC)c(NC(=O)C2CCCC2)c1	-10	7	-8	2	2	-13	-1	10	0.08
COc1ccc(-c2[nH]c(-c3ccc(F)cc3)nc2SCC(=O)NCc2ccco2)cc1OC	4	0	0	1	12	14	1	10	/
C=CCC(CC=C)(C(=O)O)c1ccccc1	-11	0	1	-8	-7	0	1	1	1.2
Cc1ccccc1C(=O)NC(=S)Nc1ccc(S(=O)(=O)N(C)c2ccccc2)cc1	-8	4	-5	0	-6	10	-3	4	0.36
CCOC(=O)c1sc(NC(=O)CCN2CCOCC2)c(C(=O)OCC)c1C	3	4	-6	-3	-22	-18	-3	-5	0.4
Cc1cc(C)c[n+](-c2nc([O-])sc2C=O)c1	-1	1	3	-5	7	-12	-5	8	-0.1
COCCN1C(=O)C(=O)/C(=C(/O)c2ccc(OC(C)C)cc2)C1c1cccnc1 (stereo not given)	-12	2	-6	11	-9	0	-5	5	0.04
CCC(=NCCN1CCNCC1)C1=C(O)CC(C)(C)CC1=O	-4	2	-4	-7	-5	5	-2	2	0.81
N#Cc1nc(-c2ccccc2F)oc1N1CCCC1	-8	-3	2	-11	8	-1	-1	7	0.05
CCCc1[nH]nc2c1C(c1cccc(OC(=O)c3ccco3)c1)C(C#N)=C(N)O2 (stereo not given)	23	-1	0	-6	-6	25	-2	16	0.7
CC1CCN(CC(=O)Nc2ccccc2C#N)CC1	-8	6	-7	10	/	-21	-2	-1	0.09

One compound at a time, from the list above. Order of values: PLK1 kinase inh	LYP inh 2	PTPN22 act	EphB4 antag	cytoskel mod	Plk1 PBD FP	FAK inh	HIV Rev-RRE inh	PTK2B oligo ant
C=CCC(CC=C)(C(=O)O)c1ccccc1 is entered as -11	0	1	-8	-7	0	1	1	1.2
COc1cc(-c2nc(Cc3c(F)cccc3Cl)no2)cc(OC)c1OC is entered as -10	-2	-1	-4	4	-26	-18	-2	-0.61
Fc1ccc(C2=Nn3c(nnc3-c3n[nH]c4c3CCC4)SC2)cc1 is entered as -2	-2	0	10	17	-14	5	6	-1.4
CCCc1[nH]nc2c1C(c1cccc(OC(=O)c3ccco3)c1)C(C#N)=C(N)O2 (stereo not given) is entered as 23	-1	0	-6	-6	25	-2	16	0.7
CC1CCN(CC(=O)Nc2ccccc2C#N)CC1 is entered as -8	6	-7	10	/	-21	-2	-1	0.09

(list continues)
SMILES	PLK1 kinase inh	LYP inh 2	PTPN22 act	EphB4 antag	cytoskel mod	Plk1 PBD FP	FAK inh	HIV Rev-RRE inh	PTK2B oligo ant
O=C(c1ccc(Br)o1)N1CCN(C/C=C/c2ccccc2)CC1	-8	8	-8	10	1	-11	0	5	0.47
O=C1c2ccccc2C(=O)N1CCCCSc1nnc(-c2ccc(OC(F)F)cc2)o1	-4	-3	1	0	-8	16	-2	0	-0.65
O=C1c2ccccc2C(=O)N1Cc1ccc2c(c1)OCO2	22	-5	1	5	-15	-5	2	11	0
Cc1ccc(Cn2nc(-c3ccccc3)nc2-c2ccccc2)cc1	-12	4	-2	0	6	-3	0	13	-1.3
COc1ccc(CCN(C)CCC(=O)Nc2cc(C)ccc2C)cc1OC	-5	1	2	-12	/	21	0	0	-1.2
CSc1nnc(-c2cc3c(s2)-c2ccccc2CC3)o1	-14	-1	5	-4	19	-19	2	-2	-0.33
COc1ccccc1N1CCN(S(=O)(=O)c2cnc[nH]2)CC1	7	4	-5	6	-2	-8	-3	4	/
O=C(NCc1ccco1)c1cc(S(=O)(=O)N2CCOCC2)ccc1Cl	-3	-5	2	1	-17	-5	-2	7	0.53
CC(=O)NC1=NN(C(C)=O)C(C)(CS(=O)(=O)c2ccc(C)c(C)c2)S1 (stereo not given)	-3	-4	3	3	-8	-1	-1	2	0.92
CC(=O)N(C)c1nc(-c2ccc(Cl)cc2)cs1	-5	2	0	1	-19	-19	0	3	0.36
COCCCn1c(=N)c(C(=O)NC2CCCCC2)cc2c(=O)n3ccccc3nc21	-12	3	-3	-4	0	7	3	5	-0.39
O=C(NCc1ccccc1)c1ccc(COCC(F)(F)F)o1	-8	3	-4	-5	/	9	1	1	-1.2
Cc1cc2nc(C3CCN(CC4COc5ccccc5O4)CC3)[nH]c2cc1C (stereo not given)	-10	14	-9	5	7	6	2	10	-0.43
NC(=O)NCCC1=CCCCC1	-7	-14	9	8	-1	-5	0	0	-0.78
NNC(=O)c1cnn(Cc2ccccc2)c1N	5	-14	13	-5	-2	-8	-1	-2	-0.17
CC(C)c1nccn1S(=O)(=O)c1cc(Cl)ccc1Cl	-3	-18	12	-5	-12	4	2	4	0.71
Cc1ccc(SCC(=O)Nc2cccc(-c3nnc(-c4ccco4)o3)c2)cc1	3	12	-10	1	18	-31	-7	9	1.2
Cn1cccc1Cc1nnc(SCC(=O)Nc2ccc(F)cc2F)n1-c1ccc(F)cc1	-18	0	-1	-4	-1	-24	1	-4	/
CSc1nc(-c2ccccc2)nc(N)c1C(C)=O	0	7	-5	2	21	-15	4	9	/
Cc1nn(C)cc1CNC(=O)c1cc2n(n1)C(C(F)(F)F)CC(c1cccs1)N2 (stereo not given)	-13	5	-5	-2	-41	-12	0	-2	-0.14
Cc1cc(C(F)F)n2nc(C(=O)NCc3ccccc3F)nc2n1	-8	-4	3	6	-6	3	-4	7	1.2
COc1ccc(OC)c(C2C(C(=O)c3cccs3)=C(O)C(=O)N2CCN(C)C)c1 (stereo not given)	-6	0	-3	-6	-29	2	-3	-1	0.11
O=C(Nc1cccnc1)c1coc(=O)c2ccccc12	-5	-8	6	0	55*	4	2	3	0.25
CCCCC(=O)Nc1ccc2oc(-c3cccnc3)nc2c1	-4	6	-8	7	2	3	6	11	-0.31
c1ccc(-c2csc3ncnc(NCCN4CCOCC4)c23)cc1	9	-10	10	5	-10	-11	8	2	-0.8
SMILES	PLK1 kinase inh	LYP inh 2	PTPN22 act	EphB4 antag	cytoskel mod	Plk1 PBD FP	FAK inh	HIV Rev-RRE inh	PTK2B oligo ant
Cc1nnc(C)c2c(C)n(-c3ccc(Br)cc3)c(C)c12	1	3	0	6	14	-7	-1	7	/
CCOC(=O)N1CCC(N2C(=O)c3ccccc3C2Nc2cc(C(=O)OC)cc(C(=O)OC)c2)CC1 (stereo not given)	-5	-6	3	-7	7	-6	9	-1	/
COC(=O)c1ccccc1NC(=O)C(C)Oc1ccccc1 (stereo not given)	-13	-2	-2	0	4	8	-1	14	-1.3
O=C1/C(=C\c2cccs2)N=C(c2cccs2)N1Nc1ccccc1	-9	9	-6	5	-24	-21	4	14	-2.6
CCOC(=O)NNC(=O)c1ccc(Cl)cc1	-10	-8	10	-7	18	-23	1	5	-0.53
CC(=O)NC(C(=O)NCC(N)=O)C(C)C (stereo not given)	-4	-4	1	-4	-3	10	1	7	-0.15
CCCc1cc(=O)[nH]c(SCc2cc(Cl)ccc2OC(F)F)n1	-11	2	-5	-11	1	5	-5	4	-1.1
S=c1[nH]nc(-c2ccccc2)o1	-14	-3	5	-3	0	0	-4	2	0.89
c1ccc2nc(-c3ccncc3)ccc2c1	7	21	-18	3	-17	-25	-7	10	1.1
Cc1cnc(NC(=O)c2cc3c(s2)CCCC3)s1	-6	-1	1	-2	-2	-12	18	11	-0.05
CCn1c(SCC(N)=O)nc2sc3c(c2c1=O)CCCC3	-12	12	-9	-4	-2	-10	0	3	0.09
CCCc1ccc(C(=O)NNC(=O)c2ccc(Cl)cc2)cc1	-1	-8	10	-10	4	-32	9	5	1.7
Cn1c(C(=O)OCC(=O)NCc2ccco2)cc2sccc21	15	0	2	2	-1	-23	3	6	0.85
Cc1nc2scc(-c3cccs3)c2c(=O)[nH]1	-4	11	-9	1	2	-26	0	8	0.75
Cc1cccc(N2CCN(C(=O)c3ccc(Cl)c(S(=O)(=O)NCc4ccco4)c3)CC2)c1C	1	-2	-1	-9	2	-29	-6	-5	-0.78
CC1(C)CC(NC(=O)COc2ccc3ccccc3c2)CC(C)(C)N1	3	-9	12	3	-34	15	2	-5	0.19
CC(=O)c1c(C)[nH]c(C(=O)COc2cc(C)ccc2C(C)C)c1C	-9	2	-2	-2	14	0	0	18	-0.46
CCCOc1ccc(C(CC(=O)O)NC(=O)c2ccc3c(c2)OCO3)cc1 (stereo not given)	-12	-3	2	3	-11	19	-2	8	0.77
Cc1cccc(NC(=O)CSc2nnc(-c3ccccc3)n2N)c1	-15	1	-3	-3	-11	0	1	6	-0.04
COc1ccc(COn2c(=O)c(C)[n+]([O-])c3ccccc32)cc1OC	-11	-2	5	-5	-3	-13	-2	1	-0.14
Cc1ccc(N(c2ncnc(N)c2[N+](=O)[O-])C2CCCCC2)cc1	0	0	5	0	0	3	2	6	-2
COC(=O)c1cn(NC(=O)C2CCC(C)CC2)c(=O)c2ccccc12 (stereo not given)	-8	-5	3	-5	-4	8	-3	-4	0.22
Cc1cc(C(C)(C)C)oc1C(=O)NCCCNC(=O)c1oc(C(C)(C)C)cc1C	-15	7	-7	-7	6	-6	-9	1	0.02
Cc1ccc(/C(N)=N/OC(=O)/C=C/c2ccccc2)cc1	-8	8	-6	-3	0	33	1	5	1.6
COCCn1c(COc2cccc(OC)c2)nnc1SCC(=O)N1CCOCC1	-7	-3	1	-4	-11	12	4	3	0.23
CC(C)N(C(=O)CSc1nc2ccccc2n1Cc1ccccc1F)C(C)C	-8	-4	2	3	-1	-9	1	8	-1.6
Cc1cc(NC(=O)COC(=O)c2cc3c(s2)CCC(C)C3)no1 (stereo not given)	-4	12	-9	2	8	-8	-5	4	1.5

Part of the list above, with bars between the fields:
SMILES | PLK1 kinase inh | LYP inh 2 | PTPN22 act | EphB4 antag | cytoskel mod | Plk1 PBD FP | FAK inh | HIV Rev-RRE inh | PTK2B oligo ant
Cc1cccc(NC(=O)CSc2nnc(-c3ccccc3)n2N)c1 | -15 | 1 | -3 | -3 | -11 | 0 | 1 | 6 | -0.04
COC(=O)c1cn(NC(=O)C2CCC(C)CC2)c(=O)c2ccccc12 (stereo not given) | -8 | -5 | 3 | -5 | -4 | 8 | -3 | -4 | 0.22
